KCNQ2 block = KCNQ2 potassium channel inhibitors, primary screen, cell-based, CHO-K1, FluxOR thallium flux, B-score (AID 2156). B-score at 10 µM. 1.1% of 310,000 active. Potassium voltage-gated channel subfamily KQT member 2 (Rattus norvegicus), O88943. 20 min; stronger effect = lower value;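 active = fluorescence ratio B-score at most minus 3 library SDs, with starting brightness B-score within 2 library SDs, cut at about -5.5 in these data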
OX1R antag = antagonists of human orexin 1 receptor (OX1R); AID 485270, 2010; Orexin/Hypocretin receptor type 1 (Homo sapiens), O43613; OX1R-expressing cells, FRET antagonist read-out; 1.8% of 330,000 active; inhibition, % at 6.6 µM; in the data active = inhibition mostly above about 38%, no sharp cut-off; inactive = mostly below about 40%;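 also: 0% = agonist challenge alone and 100% = reference antagonist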
Target sequence (O43613 whole entry, looked up): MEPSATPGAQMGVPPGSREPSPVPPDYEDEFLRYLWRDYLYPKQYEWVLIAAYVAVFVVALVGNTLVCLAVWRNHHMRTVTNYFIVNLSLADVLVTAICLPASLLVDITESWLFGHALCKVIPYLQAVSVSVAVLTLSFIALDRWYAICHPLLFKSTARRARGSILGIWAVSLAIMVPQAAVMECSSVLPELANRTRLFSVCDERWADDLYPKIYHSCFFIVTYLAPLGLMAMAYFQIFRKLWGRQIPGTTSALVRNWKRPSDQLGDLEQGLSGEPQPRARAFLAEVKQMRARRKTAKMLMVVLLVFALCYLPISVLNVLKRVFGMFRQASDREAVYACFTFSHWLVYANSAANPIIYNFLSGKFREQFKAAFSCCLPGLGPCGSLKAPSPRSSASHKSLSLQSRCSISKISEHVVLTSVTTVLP
STK33 kinase inh = inhibitors of purified STK33 kinase, primary screen, biochemical, ADP-Glo luminescence, homogeneous, cell-free. Serine/threonine-protein kinase 33 (Homo sapiens), Q9BYT3. MBP phosphorylation. inhibition, % at 10 µM. 0.073% of 320,000 active. AID 2661, 2010;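 active = inhibition at or above 25%, using the most active replicate where run in duplicate; inactive = inhibition below 25%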
Target sequence (Q9BYT3 whole entry, looked up): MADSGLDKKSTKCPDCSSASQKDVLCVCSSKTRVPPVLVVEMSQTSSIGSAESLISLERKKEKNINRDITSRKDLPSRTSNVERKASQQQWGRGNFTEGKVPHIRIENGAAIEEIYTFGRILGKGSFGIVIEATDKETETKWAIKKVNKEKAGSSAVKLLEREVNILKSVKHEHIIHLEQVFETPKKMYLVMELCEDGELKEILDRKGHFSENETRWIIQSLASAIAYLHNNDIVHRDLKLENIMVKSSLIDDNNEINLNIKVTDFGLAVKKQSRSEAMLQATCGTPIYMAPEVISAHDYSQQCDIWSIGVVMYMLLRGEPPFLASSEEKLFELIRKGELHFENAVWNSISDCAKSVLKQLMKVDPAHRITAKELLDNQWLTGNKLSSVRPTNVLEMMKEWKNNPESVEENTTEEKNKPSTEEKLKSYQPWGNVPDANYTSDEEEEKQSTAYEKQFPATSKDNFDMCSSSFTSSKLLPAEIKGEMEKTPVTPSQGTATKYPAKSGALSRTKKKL
The depositor's hits bear a star; i = inactive; nt = not tested or not shown.

Preview, 2 compounds:
KCNQ2 block	OX1R antag	STK33 kinase inh	SMILES
i	15.3	0.3	Cc1n[nH]c(C)c1Cc1c(F)cccc1Cl
i	42.9	-0.2	CC1CCCC(C)N1C(=O)COC(=O)c1cc([N+](=O)[O-])ccc1N1CCOCC1 (stereo not given)

This part in full, previewed entries included:
KCNQ2 block	OX1R antag	STK33 kinase inh	SMILES
i	15.3	0.3	Cc1n[nH]c(C)c1Cc1c(F)cccc1Cl
i	42.9	-0.2	CC1CCCC(C)N1C(=O)COC(=O)c1cc([N+](=O)[O-])ccc1N1CCOCC1 (stereo not given)
i	12.6	-1.6	COc1ccc(CCC(=O)Nc2cc3c4c(c2)CC(=O)N4CCC3)cc1
i	8.2	-1.3	COc1ccc(C(=O)NC(=S)Nc2cccc(Cl)c2N2CCOCC2)cc1[N+](=O)[O-]
i	nt	-0.1	O=c1c2c(-c3cccc([N+](=O)[O-])c3)ccnc2[nH]n1-c1ccccc1
i	12.3	-0.3	CC(C)C(C(=O)NCC1CCCO1)N(C(=O)CNS(=O)(=O)c1ccc(F)cc1)C1CCCCC1 (stereo not given)
i	-4.0	-1.7	Cc1ccccc1NC(=S)N(CCN1CCCCC1)Cc1ccco1
i	8.7	-2.9	Cc1ccc(NNC(=O)Nc2ccc(Cl)cc2)nn1
i	5.6	-1.3	CC(=O)c1cc2c(cc1NS(=O)(=O)c1ccc(C)cc1)OCO2
i	31.6	0.6	COc1ccc(/C=N\NC(=O)c2ccccc2OC)cc1COc1c(F)c(F)c(F)c(F)c1F
i	9.9	-1.1	CC(C)CN(C(=O)CN1CCN(c2ccccc2O)CC1)c1c(N)n(CC(C)C)c(=O)[nH]c1=O
i	13.2	0.0	O=C(CN1C2CCC1CC(NC(=O)Nc1ccccc1)C2)NCc1ccco1 (stereo not given)
i	17.7	-0.5	O=S(=O)(c1cc(F)cc(F)c1)N1CCN(c2ncccn2)CC1
i	23.1	-1.6	CC(C)C[C@@H](CO)N1CCNCCC1=O
i	15.2	-0.8	CCOC(=O)N/N=C\c1ccc(OC(=O)c2ccc3c(c2)OCO3)cc1
nt	1.9	0.2	N#Cc1ccc(CN2CCN(C(=O)c3cc(Cl)c4c(c3)OCCO4)CC2)cc1
i	8.2	-2.2	CCOC(=O)CNC(=O)Nc1cccc(Cl)c1C
i	11.8	-0.5	Cc1ccc(S(=O)(=O)CCC(=O)OCc2ccc(S(=O)(=O)C(C)C)cc2)cc1
i	13.8	0.2	CC(C)c1ccc(OC(=O)c2ccc3c(=O)n4c(nc3c2)CCC4)cc1
i	36.1	0.3	COc1ccc(-c2cc(C3CCN(c4ccc(C(C)=O)cc4[N+](=O)[O-])CC3)[nH]n2)cc1
i	19.7	0.2	Fc1ccc(-c2csc3[n+]2CCS3)cc1
i	1.9	-1.0	Cn1c(=O)[nH]c(=O)c2c1nc1n2CC(COc2ccc3ccccc3c2)O1 (stereo not given)
i	nt	-0.1	Cc1cc(C)cc(N(CCC#N)C(=O)COC(=O)c2ccccc2SCC(=O)N2CCCC2)c1
i	19.2	-3.3	Nc1nc(-c2ccc(Br)cc2)cc(C(F)(F)F)n1
i	8.2	-2.1	O=C(NC1CCN(C(=S)Nc2ccc(F)cc2)CC1)c1ccco1

(list continues)
KCNQ2 block	OX1R antag	STK33 kinase inh	SMILES
-8.09*	32.8	3.4	c1ccc(CN2CCN(c3ncnc4c3[nH]c3ccccc34)CC2)cc1
i	19.1	0.2	O=c1c(-c2ccco2)[n+]([O-])c2ccccc2n1OCc1c(F)cccc1F
i	19.8	-0.8	O=C1CC2(CCCC2)Oc2ccccc21
i	-9.4	-0.1	CCOC(=O)c1sc(NC(=O)CN2CCCC2)c(C(=O)OCC)c1C
i	12.4	-0.7	O=C(CCN1C(=O)[C@H]2CC=CC[C@H]2C1=O)NCc1nc(-c2ccccc2)no1
i	7.2	-0.5	C/C(=N\NC(=S)Nc1c(C)cccc1C)c1ccc(O)cc1
i	33.0	-0.1	O=C(Cc1ccccc1F)Nc1nc(-c2cccs2)cs1
i	18.3	-1.6	O=C(NCc1ccccc1)Nc1cccn(Cc2ccc(Cl)cc2)c1=O
i	23.4	-0.5	O=C(Nc1nccs1)c1ccc(-c2ccc([N+](=O)[O-])cc2)o1
i	4.4	0.6	CSc1cccc(NC(=O)C2C3C=CC4(O3)C2C(=O)N(CCCN2CCOCC2)C4C(=O)NC2CCCCC2)c1 (stereo not given)
i	23.2	0.4	Cc1ccc2nc(-c3ccc(NC(=O)Cc4cccs4)cc3)[nH]c2c1
i	15.4	-2.4	CN(C)N1C(N)=C(C#N)C(c2cccnc2)C2=C1CCCC2=O (stereo not given)
i	16.0	-0.6	CCn1nnc2c(=O)oc3ccccc3c21
i	1.2	-0.8	CC1C=CC(C)C(C(=O)O)C1C(=O)O (stereo not given)
i	11.1	0.5	Cc1nnc(C)n1/N=C/c1ccc(C(=O)O)cc1
i	13.3	-2.9	COc1cc(C(=O)CSc2nnc(-c3ccc(O)cc3)n2CC2CCCO2)ccc1NC(C)=O (stereo not given)
i	9.6	-0.5	O=C(Nc1cccc(-c2cc3ccccc3oc2=O)c1)c1ccc(Br)o1
nt	-3.6	2.9	N#Cc1ccc(OCC(=O)N2CCN(S(=O)(=O)c3cccc(Cl)c3)CC2)cc1
i	5.2	-0.7	COc1ccc(-c2cc(C3CC3)nc(SCC(=O)c3cccs3)c2C#N)cc1
i	5.6	-0.6	CC1Oc2ccccc2C=C1/C=N/NC(=O)[C@@H](C)NC(=O)OC(C)(C)C (stereo not given in full)
i	28.6	-1.6	C[C@H]1CN=C(Nc2ccccc2)N1CCC1CCCC1
i	31.0	-2.1	O=[N+]([O-])c1ccc(Cc2ccccn2)c([N+](=O)[O-])c1
i	-5.2	-11.2	CC1CCCN(CCOc2cccc(Oc3ccccc3)c2)C1 (stereo not given)
i	-1.7	-1.8	O=C(NCc1ccc(F)cc1Cl)C1CC(=O)N(C2CCCCCCC2)C1 (stereo not given)
i	14.8	-0.2	O=C(C1=C(O)C(=O)N(Cc2ccco2)C1c1cccc([N+](=O)[O-])c1)c1ccco1 (stereo not given)

Next part.
KCNQ2 block	OX1R antag	STK33 kinase inh	SMILES
i	42.8	-0.1	O=C(c1cc([N+](=O)[O-])ccc1N1CCCC1)N1CCCC1
i	8.9	0.4	COc1ccc(NC(=O)CSc2ncnc3sc(C)cc23)cc1
i	10.7	2.4	N=c1c2c(-c3ccccc3)c(-c3ccccc3)oc2ncn1CCN1CCOCC1
i	28.5	0.0	COc1ccc(CN(Cc2ccccn2)C(=O)CN2C(=O)C(C)Oc3ccccc32)cc1 (stereo not given)
i	13.3	-0.8	Cc1c(Cl)cccc1NC(=O)CSc1nc2c(c(=O)[nH]1)CCCC2
i	8.5	-1.3	COc1ccc(S(=O)(=O)N2CCC(=O)N2)cc1
i	32.8	-0.3	O=C(CSCc1cccc(CSCC(=O)Nc2ccc3ccccc3c2)n1)Nc1ccc2ccccc2c1
i	15.2	-1.6	Cc1ccc2occ(/C=C/C(=O)O)c(=O)c2c1
i	14.2	-1.3	CN(Cc1ccc(C(C)(C)C)cc1)C(=O)C1CCN(C(=O)Nc2ccccc2)CC1
i	4.0	0.3	Cc1nn(C)c(Cl)c1CN1CCCC(C(=O)Nc2cccc(-n3cccn3)c2)C1 (stereo not given)
i	20.6	-0.1	CC(C)(C)NC(=O)COc1ccc(CNc2ccc3[nH]c(=O)[nH]c3c2)cc1
i	86.6*	-0.3	O=C(N/N=C/C(Cl)=C\c1ccccc1)c1cccs1
i	24.8	-2.4	COc1cccc(CC2(CO)CCCN(Cc3ccc4c(c3)OCCO4)C2)c1 (stereo not given)
i	21.6	0.9	Cc1ccc(NC(=O)CN(C)C(=O)/C=C/c2cccc(F)c2)cc1
i	14.0	-0.6	CCn1c(-c2cccnc2Cl)nc2cc(Cl)c(Cl)cc21
i	1.5	-1.2	COc1ccc(C(NC(=O)/C=C/c2ccco2)c2ccc(OC)cc2)cc1
i	30.1	-1.1	COc1cccc(-c2noc(Cn3nc(C)c([N+](=O)[O-])c3C)n2)c1
i	27.5	-0.6	O=S(=O)(Cc1cc(-c2ccccc2)no1)c1ccccc1
i	12.2	0.2	O=C(O)CSCC(=O)Nc1ccccn1
i	-9.1	-2.4	CC(=O)C(C)Oc1ccc(Cc2ncc(C(F)(F)F)cc2Cl)cc1 (stereo not given)
i	6.6	-0.5	Cc1ccc(OCC(=O)NN2C(=O)c3ccccc3C2=O)c(C)c1
i	0.1	-0.2	CCN(CC)S(=O)(=O)c1cc(NC(=O)C(C)OC(=O)c2[nH]c(C)c(C(C)=O)c2C)ccc1C (stereo not given)
i	2.2	-1.3	N#CNC(=Nc1cccc(Cl)c1)Oc1ccccc1
-6.61*	13.7	-3.9	Cc1ccc(SCC(=O)N2c3ccccc3Sc3ccccc32)cc1
nt	8.2	-0.9	CN(C(=O)CSc1cc(Cl)ccc1Cl)C1CCS(=O)(=O)C1 (stereo not given)

The list continues.
KCNQ2 block	OX1R antag	STK33 kinase inh	SMILES
i	1.0	-0.6	CCN(CC)CCCNC(=O)c1nn(-c2cccc(OC)c2)c(=O)c2ccccc12
i	18.8	-1.4	COC(=O)[C@H](CCSC)NC(=O)N1CCN(c2cccc(C(F)(F)F)c2)CC1
i	7.2	0.5	CN(C)S(=O)(=O)c1cccc(-c2nnc(-c3ccccc3)o2)c1
i	1.6	-2.5	COc1ccc(CCNC(=O)c2cc(=O)n(C)c(=O)n2C)cc1OC
i	7.7	0.4	COc1ccc(NS(=O)(=O)c2cccc(NC(=O)c3cnccn3)c2)cc1Br
i	7.7	-1.5	Cc1cc(NC(=O)c2ccco2)no1
i	22.4	-3.8	CC(C)NC(=O)c1sc(=S)n2c1[nH]c(=O)c1ccc(C(=O)NCCc3ccc(Cl)cc3)cc12
i	7.0	0.0	OC(CCN1CCC2(CC1)OCCO2)C(F)(F)F (stereo not given)
nt	-1.0	-1.4	CCOC(=O)[C@H]1[C@H]2COc3ccc(Cl)cc3[C@@H]2N2C(=O)CN(CC3CCCO3)C(=O)[C@@]12C (stereo not given in full)
i	10.4	1.3	CCN(CC)S(=O)(=O)c1ccc2[nH]cc(C(=O)NCCc3ccc(OC)c(OC)c3)c(=O)c2c1
i	4.7	0.6	Cc1cc(C(=O)N2CCCC(C(=O)c3cc(F)ccc3F)C2)c(C)o1 (stereo not given)
i	7.7	-0.7	Cc1c(Cl)cccc1NC(=S)NCC(C)C
nt	9.2	-0.2	O=C(Nc1ccccc1N1CCOCC1)c1cc(Cl)c2c(c1)OCO2
i	21.6	1.1	COc1cc(NS(=O)(=O)c2ccc(NC(=S)NC(=O)COc3ccccc3OC)cc2)nc(OC)n1
i	8.8	0.5	COc1cccc(OC)c1C(=O)NNC(=O)c1ccccc1-n1cccc1
i	10.3	-1.6	OCCCn1c(C2CCCN2c2nc(-c3ccc(F)cc3)cs2)nc2cc(C(F)(F)F)ccc21 (stereo not given)
nt	40.4	-1.0	COc1ccc(C(=O)COC(=O)CN2CC(=O)Oc3ccccc32)cc1Br
i	10.6	0.5	Cc1nonc1NC(=O)CSc1nc2cc(Cl)ccc2c2c1CCCC2
i	2.8	-1.3	C=C(C)CNC(=S)N/N=C/c1ccc(NC(C)=O)cc1
i	5.8	-1.8	CC(C)(C)NC(=O)C(c1ccc(Cl)cc1)N(CCO)C(=O)c1snc(C(N)=O)c1N (stereo not given)
i	4.7	1.3	COC(=O)c1ccc(/C=N\N2CCN(Cc3ccc(C)cc3)CC2)cc1
nt	10.3	-1.5	Cc1ccccc1NC(=O)Cc1nc(COC(=O)CCC(=O)c2ccccc2)cs1
i	21.7	-1.4	O=C(COc1ccc(C(=O)c2ccc(F)cc2)cc1)NCc1ccc(F)cc1
nt	15.5	-1.2	CN(Cc1ccccc1)C(=O)COC(=O)C12CC3CC(CC(Br)(C3)C1)C2
i	6.2	-0.3	COc1ccc(CCNC(=O)CCN2C(=O)COc3ccccc32)cc1OC

Quoted from the listing:
STK33 kinase inh with Cc1nonc1NC(=O)CSc1nc2cc(Cl)ccc2c2c1CCCC2 = 0.5
OX1R antag with COc1ccc(NS(=O)(=O)c2cccc(NC(=O)c3cnccn3)c2)cc1Br = 7.7
OX1R antag with CC(C)NC(=O)c1sc(=S)n2c1[nH]c(=O)c1ccc(C(=O)NCCc3ccc(Cl)cc3)cc12 = 22.4
STK33 kinase inh with Cc1c(Cl)cccc1NC(=S)NCC(C)C = -0.7
STK33 kinase inh with CCOC(=O)[C@H]1[C@H]2COc3ccc(Cl)cc3[C@@H]2N2C(=O)CN(CC3CCCO3)C(=O)[C@@]12C (stereo not given in full) = -1.4

New compounds follow
KCNQ2 block	OX1R antag	STK33 kinase inh	SMILES
i	8.0	-1.6	Cc1ccc(NC(=O)CN2C(=O)S/C(=C\c3cccn3-c3cccc(C(=O)O)c3)C2=O)cc1C
i	15.7	nt	Cc1ccc(NC(=O)c2ccc(S(=O)(=O)N3CCC(C)CC3)cc2)nc1
i	6.5	0.3	c1ccc(CSc2ccc(-c3ccccn3)nn2)nc1
i	16.7	-1.4	CNC(=O)C(C)c1ncc(C(F)(F)F)cc1Cl (stereo not given)
i	15.8	-1.5	COc1ccc(N(C(=O)CNC(=O)c2ccco2)C(C(=O)NC2CCCCC2)c2ccco2)cc1 (stereo not given)
i	22.7	0.7	O=c1ccc(-c2ccc(S(=O)(=O)NCC3CCN(Cc4cccc(F)c4)CC3)s2)n[nH]1
i	32.0	2.1	Cn1c(=O)n(C)c2cc(/C=C3/NC(=O)N(Cc4ccccc4)C3=O)ccc21
nt	1.4	1.5	COc1ccc(S[C@@H](CCN2CC[C@H](O)CCC2=O)c2ccccc2)cc1
i	11.8	0.0	CCOc1cc(C2C(C#N)=C(N)Oc3cc(N)ccc32)ccc1O (stereo not given)
i	11.7	-0.8	COc1cc2c(cc1NC(=O)c1cc(-c3ccncc3)nc3ccccc13)oc1ccccc12

Screening data from PubChem.
